Compound activity deposited in PubChem by several laboratories.
MC4R ag barr: agonists of human melanocortin 4 receptor (MC4R) beta-arrestin. activation, % at 8.9 µM. hit rate 0.98% among 360,000. P32245. U2OS MC4R beta-arrestin complementation, luminescence; percent of melanotan II response, DMSO zero. AID 540308;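 active means activation above a per-plate cutoff, the mean activation of sample wells on that plate plus 3 SD, cut at about 8% in these data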
Target sequence (P32245 whole entry, looked up): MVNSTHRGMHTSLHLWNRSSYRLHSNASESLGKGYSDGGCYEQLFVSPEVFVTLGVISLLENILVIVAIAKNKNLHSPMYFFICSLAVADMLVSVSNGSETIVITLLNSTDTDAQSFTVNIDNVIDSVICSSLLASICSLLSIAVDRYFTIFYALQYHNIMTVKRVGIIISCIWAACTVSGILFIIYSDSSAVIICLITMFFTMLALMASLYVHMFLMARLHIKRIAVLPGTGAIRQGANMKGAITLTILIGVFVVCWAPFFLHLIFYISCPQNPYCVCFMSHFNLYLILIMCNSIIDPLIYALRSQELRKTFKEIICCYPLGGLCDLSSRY
TLR9-MyD88 inh: inhibitors of human TLR9-MyD88 binding; Q9NR96+Q99836; CHO BLA complementation TLR9-MyD88, CCF4 FRET ratio; inhibition, % at 4.98 µM; hit rate 0.21% among 340,000; AID 504734;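 active means inhibition above the mean over all tested compounds plus 3 SD, cut at about 21% in these data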;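 further: 0% = DMSO only wells and 100% = clavulanate BLA inhibitor control wells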
ABHD5 PLIN5 PPI: inhibitors of human ABHD5-perilipin-5 interaction; Q00G26+Q8WTS1; Split G. princeps luciferase complementation, luminescence, 4 h; inhibition, % at 4 µM; hit rate 0.78% among 360,000;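 active means inhibition above the mean inhibition across every tested compound plus 3 SD, cut at about 22% in these data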;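 further: 0% = DMSO only wells and the 100% control is not disclosed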
H9c2 protect: modulators protecting cardiomyocytes from myocardial damage; H9c2 cardiomyocytes, H2O2 injury protection, ATPLite, 2 h; hit rate 0.63% among 360,000; protection from H2O2 cell death, % at 20 µM;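 active means compounds giving at least 50% protection of heart cells from peroxide-induced death in the single-dose screen, raw or plate-pattern-corrected value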;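 further: 0% = DMSO wells with peroxide and 100% = DMSO wells without peroxide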
MC4R antagonist: blocks human MC4R cAMP signaling | inhibition, % at 6.5 µM | P32245 | MC4R-expressing cells, MTII-stimulated cAMP, LANCE TR-FRET | AID 540295 | hit rate 0.48% among 360,000;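 active means inhibition above its plate's cutoff, the mean of tested wells on that plate plus 3 SD, cut at about 29% in these data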;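 further: 0% = Melanotan II alone and 100% = Melanotan II plus saturating MCL0020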
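System – human MC4R-expressing U2OS cells · Also added – Melanotan II · Dosing – one concentration, 6.5 µM nominal · Timing – 30-min compound, 1-h challenge, 1-h detection, room temperature · Measured by – Eu-cAMP/anti-cAMP TR-FRET, emission 671 nm · Replicates – singlicate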
NOD2-RIPK2 inh: inhibitors of human NOD2-RIPK2 interaction | hit rate 0.38% among 360,000 | O43353 | inhibition, % at 4.98 µM | CHO BLA complementation NOD2-RIPK2, CCF4 ratio; in the data active means inhibition above about 21%;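 further: 0% = vehicle only and 100% = reference blocker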
ABCB6 inh 2: blocks the human ABCB6 transporter; Q9NP58; hit rate 0.19% among 360,000; AID 602162; fluorescence ratio to DMSO, % at 10 µM; K562-ABCB6 porphyrin accumulation, flow cytometry, 1 h; hits give low values;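 active means fluorescence ratio to DMSO below 75%, the collection mean minus 3 SD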;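 further: signal is porphyrin accumulated inside mitochondria; 100% equals median channel fluorescence of DMSO control wells; lower ratio means ABCB6 inhibition with less porphyrin fluorescence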
NCOA2 inhibitor: human SRC2 (NCOA2) inhibition; Q15596; HEK293 GAL4-SRC2 luciferase reporter, luminescence; inhibition, % at 9 µM; hit rate 0.17% among 370,000;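 active means inhibition above the mean inhibition of all tested compounds plus 3 SD, set per campaign, cut at about 52% in these data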;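 further: 0% = DMSO treated cells and 100% = cells given Gossypol at 36 µM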
Glyco luc inh: N-linked glycosylation inhibition; D54 ERlucT glycosylation luciferase reporter, 24 h; percent of 100 nM tunicamycin response; hit rate 0.23% among 360,000; reporter increase, % at 12.5 µM;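 active means mean luciferase reporter signal, scaled so untreated is 0 and the glycosylation-blocking control 100, at or above a set limit in every replicate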;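 further: luciferase carries N-glycosylation sites so blocking glycosylation raises the light; 0% = median of neutral control wells and 100% = median of 100 nM tunicamycin wells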
m5-HT2A agonist: mouse HTR2A agonism via beta-arrestin recruitment; P35363; CHO-K1 mHTR2A beta-arrestin complementation, luminescence; percent of 30 µM serotonin response; activation, % at 7.6 µM; hit rate 0.66% among 360,000; AID 624169;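 active means activation above a run cutoff, the mean activation of all tested compounds plus 3 SD, cut at about 14% in these data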;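 further: 0% = plate median of compound wells and 100% = 30 µM serotonin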
Target sequence (P35363 whole entry, looked up): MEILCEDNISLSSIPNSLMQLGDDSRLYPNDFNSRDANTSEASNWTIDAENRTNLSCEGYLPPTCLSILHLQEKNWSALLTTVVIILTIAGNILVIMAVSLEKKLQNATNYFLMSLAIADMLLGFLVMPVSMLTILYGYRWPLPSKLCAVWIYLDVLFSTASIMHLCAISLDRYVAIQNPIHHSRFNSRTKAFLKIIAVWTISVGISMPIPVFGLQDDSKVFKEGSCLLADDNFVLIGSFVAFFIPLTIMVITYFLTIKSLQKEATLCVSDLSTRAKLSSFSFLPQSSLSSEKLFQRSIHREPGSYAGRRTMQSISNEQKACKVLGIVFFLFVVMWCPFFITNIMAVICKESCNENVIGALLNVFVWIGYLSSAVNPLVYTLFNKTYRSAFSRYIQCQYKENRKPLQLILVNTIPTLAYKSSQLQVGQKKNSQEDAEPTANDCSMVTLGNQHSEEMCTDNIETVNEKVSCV
An asterisk follows results filed as active; . = not tested or not shown. The list is partial, so the mix of outcomes need not match the whole.

Sequence of screens – ABHD5 PLIN5 PPI, MC4R antagonist, TLR9-MyD88 inh, NOD2-RIPK2 inh, MC4R ag barr, ABCB6 inh 2, H9c2 protect, Glyco luc inh, NCOA2 inhibitor, m5-HT2A agonist
- CN(C)c1ccc(/C=C2/C(=O)NC(=O)N(Cc3ccco3)C2=O)cc1
→ 2.1, 11.7, -2.4, -3.4, 1.2, 103.0, 8.2, 2.6, 5.1, -2.6
- O=C1NC(=O)N(c2cccc(F)c2)C(=O)/C1=C/c1ccc(N2CCOCC2)cc1
→ 13.2, -2.0, -2.3, -5.4, 1.4, 98.0, -3.8, 0.1, -10.4, -4.5
- CCCCn1c(O)c(C(CC)=Nc2ccc(OC)cc2OC)c(=O)[nH]c1=O
→ -6.3, 1.7, -21.1, -0.9, 2.5, 101.0, 3.1, -0.6, -19.9, -5.0
- Fc1cccc(-c2ccc3c(c2)CN(C(=S)NCCc2ccccc2)Cc2cnnn2-3)c1
→ -6.8, ., ., 2.2, ., 84.0, -3.4, -2.2, 18.3, -6.2
- CN(C)P1(=O)N(C)CCN1C
→ 4.0, ., ., 0.6, ., 101.0, 2.7, 3.6, 8.1, 3.8
- COC(=O)C1=C(c2ccc(F)cc2OCc2ccccc2)C[C@@H]2CC[C@H]1N2C(=O)NCCCOC(C)C
→ 2.2, -2.0, -3.3, -2.6, -0.2, 103.0, 9.0, -3.4, 3.9, -5.2
- Oc1ccc(CC2(N3CCCC3)CCCCC2)cc1
→ -0.1, -3.2, -1.9, -2.6, -1.0, 101.0, 6.3, 1.5, 23.1, 3.5
- c1ccc(-c2ccc(-c3n(-c4ccccn4)c4ccccc4[n+]3-c3ccccn3)cc2)cc1
→ -0.9, -2.6, 2.9, -1.9, -0.6, 99.0, -7.6, 1.2, 12.0, -3.2
- COc1ccc(S(=O)(=O)NCc2ccc(C(=O)N3CCC4(CC3)OCCO4)cc2)cc1
→ 16.7, 3.4, 5.2, -6.2, 0.1, 105.0, -4.2, 0.7, ., -1.4
- COc1c2c(cc3c1OCO3)CC[N+](C)=C2
→ -5.5, 7.0, 6.5, -12.4, -2.8, 100.0, 1.7, 0.1, 17.3, -1.5
- COc1ccc(-c2ccc3c(c2)CN(C(=O)CCc2ccccc2)Cc2cnnn2-3)cc1
→ 7.2, ., ., -7.8, ., 97.0, 14.2, 8.4, 15.5, -7.7
- CCN(CC)C(=O)c1ccc(NC(=O)C2=C(C)OCCS2)cc1
→ -1.9, 3.6, -2.2, 4.5, 0.7, 99.0, -0.1, -0.9, -46.0, -0.6
- COc1ccc(OC)c(N2C(=O)NC(=O)/C(=C\c3ccc([N+](=O)[O-])s3)C2=O)c1
→ 0.9, 20.2, 1.8, -3.0, -0.1, 103.0, -14.3, 2.0, -33.2, 1.2
- COP(=O)(Cc1ccc(C#N)o1)OC
→ -4.6, 2.7, 6.4, 2.5, -3.3, 95.0, 5.0, -0.4, 6.3, 2.6
- COc1cc2c(c(OC)c1)C(=O)OC(C)CCCC(=O)CCCCC2 (stereo unspecified)
→ -0.7, 4.8, -1.1, 0.1, 0.7, 103.0, 1.6, 0.4, 5.7, -6.2
- CC(C)CNc1c2c(nc3ccccc13)CCC2
→ -18.1, 5.8, -8.8, -7.1, -3.1, 108.0, -9.0, -1.8, 32.4, -12.4
- Cc1ccn2nc(S(=O)(=O)Nc3c(F)cccc3F)nc2n1
→ 0.1, 9.5, 3.5, -3.2, -1.5, 98.0, 3.4, 2.6, -6.3, 4.3
- C[C@]12CCC3C(CC[C@H]4CC(=O)CC[C@]34C)C1CCC2=O (stereo partly specified)
→ -3.2, -0.2, 2.1, -1.0, 1.4, 101.0, -3.2, -1.1, 18.1, 1.4
- COc1ccc(OC)c(C2=NOC(C(=O)N3CCC4(CC3)OCCO4)C2)c1 (stereo unspecified)
→ -5.5, 4.7, 8.0, -3.1, -0.8, 101.0, -0.2, 0.9, -10.8, -1.0
- C[N+]12CCC(CC1)C(C(O)(c1cccc(Cl)c1)c1cccc(Cl)c1)C2 (stereo unspecified)
→ 3.1, 1.6, -9.6, -6.1, -2.0, 99.0, 2.9, 6.5, -10.5, -7.3
- C=CCN1CC[C@]23c4c5ccc(O)c4O[C@H]2/C(=N/NC(=O)c2ccccc2)CC[C@@]3(O)[C@H]1C5
→ 7.4, 5.4, 6.2, -11.5, 0.7, 96.0, 10.1, -3.9, -14.9, -1.8
- C=C1C(=O)OC2C1CCC(C)C1(O)C=CC(=O)C21C (stereo unspecified)
→ 3.4, 13.5, -12.1, 2.6, -1.5, 105.0, 1.1, 21.0, -7.0, 0.7
- FC(F)(F)c1ccc(CN2CCNCC2)cc1
→ 2.1, -4.3, 0.9, -9.8, -0.9, 97.0, -1.3, -0.8, -20.0, -2.1
- CCOC(=O)c1c(-n2c(C)cc(C=C3C(=O)NC(=S)NC3=O)c2C)sc2c1CCCC2
→ -15.5, 7.9, -7.4, 0.6, -0.1, 173.0, -11.8, -1.3, ., -1.7
- CCCCCn1c(=O)c(C(=O)NC(C)c2ccccc2)c(O)c2ccccc21 (stereo unspecified)
→ -2.6, 2.6, -6.7, -6.7, -1.9, 99.0, 32.7, -3.8, 14.7, 0.6
- O=C1NCN(c2ccccc2)C12CCN(C(c1nnnn1C1CCCC1)C1CC1)CC2 (stereo unspecified)
→ -2.4, ., ., 1.6, ., 93.0, 4.0, 2.3, -20.8, 0.4
- Cc1ccc(CN2CCCN(Cc3ccccc3C)S2(=O)=O)cc1
→ -14.2, -4.1, -5.2, -0.2, 1.5, 101.0, -6.1, 1.8, 7.6, -2.5
- CC1N=C(c2ccccc2Cl)c2cc(Br)ccc2NC1=O (stereo unspecified)
→ -3.1, 1.8, 1.1, 6.3, -1.5, 99.0, -0.8, 0.2, 20.7, 8.7
- Cc1ccc(S(=O)(=O)N[C@@H](CCCCN)C(=O)CCl)cc1
→ 7.4, 0.9, -14.4, -13.0, 0.8, 105.0, 3.9, -2.6, 15.9, 0.2
- NNP(=O)(CC(=O)c1ccccc1)c1ccccc1 (stereo unspecified)
→ 4.9, 10.0, ., -7.2, -0.9, 102.0, 2.8, 2.9, 22.5, 1.5
- N#CCCCCC#N
→ -2.6, 6.3, -4.1, 8.6, 0.1, 99.0, -0.8, 1.7, 3.2, -4.8
- C=C1C(O)(c2ccccc2)C2CC[N+]1(C)CC2 (stereo unspecified)
→ 0.7, 9.0, -14.6, 2.1, -1.4, 97.0, -3.0, 2.3, -1.1, -0.7
- Cc1ccc(S(=O)(=O)N2Cc3ccccc3-n3nncc3C2)cc1
→ 3.4, -1.7, 4.3, 12.8, 1.7, 100.0, -17.0, -2.3, -1.3, -4.3
- Cc1cc(C)n2c(Br)c(CN3CC4CC(C3)c3cccc(=O)n3C4)nc2n1 (stereo unspecified)
→ 1.0, -0.4, 2.8, -16.8, -0.3, 101.0, 8.8, -0.4, -5.6, 21.9*
- CC(Cc1ccccc1)NC(=O)CN1CCCC1=O (stereo unspecified)
→ 4.9, -3.7, 4.6, -0.8, 3.6, 99.0, 0.7, 1.0, 1.8, 4.2
- CN(CC=CCN(C)P(=S)(N1CC1)N1CC1)P(=S)(N1CC1)N1CC1
→ -5.3, 7.9, -3.8, -8.8, -0.8, 96.0, 2.1, -2.0, 5.2, 3.3
- Cc1cc(/C=C2/C(=O)NC(=O)N(Cc3ccco3)C2=O)c(C)n1-c1ccc(C(=O)O)cc1
→ -0.8, 9.6, 3.7, 6.5, 0.0, 100.0, 4.4, -0.3, -24.4, 3.3
- CN(C)C(=O)Oc1ccc(Br)c2ccccc12
→ -2.4, 1.5, 0.3, -3.9, -0.8, 92.0, -8.9, 0.3, -27.6, -2.7
- O=[N+]([O-])c1ccc(CNCCc2ccccc2)cc1
→ -0.1, 25.2, -7.8, -0.6, 1.1, 98.0, -0.6, 1.5, -0.8, -3.3
- C=C[C@@H]1C2=CCOC(=O)C2=CO[C@H]1O[C@@H]1O[C@H](CO)[C@@H](O)[C@H](O)[C@H]1O
→ 2.6, 1.1, -0.1, -2.3, -1.0, 95.0, -3.0, 1.0, -23.0, 3.7
- O=C1C2(Cl)C3(Cl)C4(Cl)C(Cl)(Cl)C5(Cl)C3(Cl)C1(Cl)C5(Cl)C24Cl (stereo unspecified)
→ -8.3, 12.1, -4.4, 3.3, -1.6, 102.0, -13.2, -3.6, 5.9, 5.3
- CCOC(=O)c1c(/N=C/C2C(=O)NC(=O)NC2=O)sc2c1CCC2
→ -33.2, -3.0, 2.1, -8.6, -1.0, 94.0, -19.2, 0.5, 17.1, 0.3
- S=C(N1CCCCCC1)N1CC1
→ 2.3, -3.5, 3.7, -7.3, 0.0, 94.0, -2.8, 0.5, -15.7, 6.7
- CCC(C)(C)c1ccc(O)cc1
→ -1.0, -4.9, -2.0, 1.1, 3.7, 100.0, 1.6, 1.1, 12.2, 3.8
- CCC(=NCCO)c1c(O)n(C2CCCCC2)c(=O)[nH]c1=O
→ -0.6, 8.5, -0.6, -1.7, -2.0, 87.0, 10.2, -1.5, -32.3, 1.3
- CC(=O)N1CN2CN(C(C)=O)CC(C(=O)c3ccc(Br)cc3)(C2)C1
→ 1.4, -2.5, -4.1, -3.8, -0.6, 105.0, 7.9, -0.3, -13.8, 3.4
- Cc1cc(-c2cc(C)c(N)c(C)c2)cc(C)c1N
→ -1.4, -4.5, -7.9, 9.7, 0.6, 96.0, 1.4, -0.4, -11.4, -3.1
- CN(C(=O)Oc1ccc([N+](=O)[O-])cc1)c1ccccc1
→ 12.8, -4.0, -2.5, 4.0, 2.5, 100.0, 4.4, 2.3, 0.2, 2.5
- O=C1CC(=O)N(Cc2ccccc2)C(=O)N1CCCCCCN1C(=O)CC(=O)N(Cc2ccccc2)C1=O
→ -7.6, 2.5, ., -9.0, 1.7, 100.0, -2.1, 0.4, 12.3, 2.1
